Compound activity (PubChem)
Bfl-1 Bim block = human Bim-Bfl-1 interaction inhibition. actives 0.12% (n = 190,000). inhibition, % at 10 µM. Bead-based flow cytometry, Bim-Bfl-1 binding inhibition;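 note: 0% = wells without compound plus tracer and 100% = blocker peptide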
Bim-Bcl-2 = disrupts Bim peptide binding to human Bcl-2; Bead-based flow cytometry, Bim peptide-Bcl-2 binding; inhibition, % at 10 µM; actives 0.06% (n = 190,000); AID 950; in the data active = inhibition above about 40%; inconclusive = no clear call, values can overlap the other calls;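 note: 0% = no compound wells with probe peptide and 100% = reference peptide inhibitor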
ABCG2 inh = blocks JC-1 efflux by human ABCG2 transporter | IgMXP3 cells, flow cytometry | inhibition, % at 6.6 µM | actives 0.1% (n = 190,000) | AID 1325;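 active = inhibition above 80%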;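 note: 0% = DMSO and 100% = nicardipine control wells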
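Test system: IgMXP3 (ABCG2) plus far-red-tagged CCRF-Adr (ABCB1) cells / Amount: 3 million cells/mL in well / Reagent: JC-1 transporter substrate / Timing: 10 min compound exposure, 25 °C / Signal: flow cytometry, 530 nm JC-1 signal / Read-out: percent efflux inhibition, scaled nicardipine 100% to DMSO 0% / Benchmarks: nicardipine as high control, DMSO as low control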
RGS8-Gao = modulates binding of RGS8 to human Galphao | P09471 | multiplexed bead flow cytometry; actives lie on both sides | response (percent of control binding), % at 10 µM | actives 0.34% (n = 220,000) | AID 1423; in the data active = response below about 60% or above about 140%; inactive = in between;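 note: Galphao activated as the GDP aluminium fluoride complex binding bead-coupled RGS8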
Target sequence (P09471 whole entry, looked up): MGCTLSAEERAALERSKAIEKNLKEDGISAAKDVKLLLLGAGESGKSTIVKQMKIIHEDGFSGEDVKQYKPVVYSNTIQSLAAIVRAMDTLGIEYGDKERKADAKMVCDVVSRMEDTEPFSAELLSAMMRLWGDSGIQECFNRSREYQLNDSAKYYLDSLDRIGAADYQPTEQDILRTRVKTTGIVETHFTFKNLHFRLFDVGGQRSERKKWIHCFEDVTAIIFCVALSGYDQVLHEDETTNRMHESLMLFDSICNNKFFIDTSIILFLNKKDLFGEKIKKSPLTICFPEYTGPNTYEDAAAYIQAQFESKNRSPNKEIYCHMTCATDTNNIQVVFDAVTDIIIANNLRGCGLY
ABCB1 block = blocks JC-1 efflux by human ABCB1 transporter. actives 0.067% (n = 190,000). inhibition, % at 6.6 µM. CCRF-Adr cells, flow cytometry; in the data active = inhibition above about 40%;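 note: 0% = vehicle and 100% = reference inhibitor; higher value means more JC-1 retained so stronger ABCB1 efflux block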
Mcl-1 Bim block = disrupts Bim peptide binding to human Mcl-1; Bead-based flow cytometry, Bim peptide-Mcl-1 binding; inhibition, % at 10 µM; AID 1009; Q07820; actives 0.1% (n = 190,000);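 note: 0% = no compound tracer wells and 100% = peptide blocker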
Target sequence (Q07820 whole entry, looked up): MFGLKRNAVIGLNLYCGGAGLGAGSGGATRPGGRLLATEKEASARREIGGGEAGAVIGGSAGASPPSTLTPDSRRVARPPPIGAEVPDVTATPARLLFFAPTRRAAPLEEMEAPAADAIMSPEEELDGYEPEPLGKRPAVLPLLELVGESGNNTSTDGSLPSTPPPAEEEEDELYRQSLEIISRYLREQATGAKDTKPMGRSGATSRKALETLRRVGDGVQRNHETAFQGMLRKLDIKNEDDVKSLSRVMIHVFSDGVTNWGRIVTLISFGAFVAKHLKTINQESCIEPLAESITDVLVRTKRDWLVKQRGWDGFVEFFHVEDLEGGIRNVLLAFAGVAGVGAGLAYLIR
Bim-Bcl-XL = human Bim-Bcl-XL interaction inhibition | Bim peptide-Bcl-XL binding, bead flow cytometry, fluorescence | inhibition, % at 10 µM | actives 0.04% (n = 190,000) | AID 1007
Target sequence (Q07817 whole entry, looked up): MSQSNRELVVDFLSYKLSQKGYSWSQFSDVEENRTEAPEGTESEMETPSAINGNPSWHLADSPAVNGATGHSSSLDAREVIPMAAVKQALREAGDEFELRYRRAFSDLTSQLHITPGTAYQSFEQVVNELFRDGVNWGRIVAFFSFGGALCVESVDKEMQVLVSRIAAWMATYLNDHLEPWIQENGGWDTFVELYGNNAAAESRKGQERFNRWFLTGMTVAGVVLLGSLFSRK
Bcl-B Bim block = human Bim-Bcl-B interaction inhibition | inhibition, % at 10 µM | actives 0.073% (n = 190,000) | Q9HD36 | bead-based flow cytometry, Bim peptide-Bcl-B binding | AID 951;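 note: 0% = tracer peptide without compound and 100% = reference inhibitor peptide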
RGS7-Gao = modulates binding of RGS7 to human Galphao; Multiplexed bead flow cytometry; actives lie on both sides; binding response (% of control), % at 10 µM; P09471; actives 0.35% (n = 220,000); in the data active = binding response below about 49% or above about 150%; inconclusive = no clear call, values can overlap the other calls; inactive = in between;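 note: fluorescent Galphao held in activated GDP-AlF4 state binding bead-coupled RGS7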
RGS4-Gao reg = human RGS4-Galphao interaction regulation. P09471. AID 1415. Multiplexed bead flow cytometry, RGS4-Galphao binding; actives lie on both sides. binding response (% of control), % at 10 µM. actives 0.33% (n = 220,000); in the data active = binding response below about 49% or above about 150%; inactive = in between;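 note: fluorescent Galphao activated with aluminum fluoride binding bead-coupled RGS4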
Bcl-W Bim block = human Bim-Bcl-W interaction inhibition; bead-based flow cytometry, Bim peptide-Bcl-W binding; inhibition, % at 10 µM; Q92843; AID 952; actives 0.02% (n = 190,000);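 note: 0% = bound tracer without compound and 100% = peptide blocker; higher means less fluorescent Bim peptide bound to Bcl-W beads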
* marks the source's active call; other numbers are inactive results; ? = inconclusive; nt = no result given. Cut-off read from the data, not from the text of the source, unless noted: active = inhibition above about 40%.

SMILES	Bfl-1 Bim block	Bim-Bcl-2	ABCG2 inh	RGS8-Gao	ABCB1 block	Mcl-1 Bim block	Bim-Bcl-XL	Bcl-B Bim block	RGS7-Gao	RGS4-Gao reg	Bcl-W Bim block
CCOC(=O)CCNC(=O)Nc1ccc2nc(C)n(Cc3ccccc3Cl)c(=O)c2c1	-2.0	-3.0	0.1	102.9	-0.3	-5.0	0.0	2.0	98.6	99.6	0.0
Nc1nc2ccccc2n1C(=O)c1cccs1	1.0	-2.0	3.9	98.3	1.1	-3.0	0.0	-1.0	95.4	96.0	-3.0
CCN(CC)Cc1c(C(=O)OC)nnn1-c1nonc1N	0.0	-1.0	1.2	102.4	0.2	-1.0	0.0	0.0	102.1	101.7	0.0
CC(C)Cn1c(=O)c2ccccc2c2ccccc2c1=O	-20.0	-11.0	18.5	105.5	0.0	-3.0	-6.0	-9.0	108.5	106.8	-3.0
COC(=O)c1ccccc1NC(=S)N1CCC(N2CCCCC2)CC1	-7.0	-6.0	13.0	89.9	1.7	-4.0	-6.0	-9.0	?	91.8	-3.0
C/C(=N\NC(=O)c1ccccc1)c1ccc(N2CCCCC2)cc1	0.0	1.0	8.5	99.3	0.7	0.0	-4.0	-1.0	96.9	96.7	-1.0
CCOc1ccc(CSC(=N)N)cc1[N+](=O)[O-]	3.0	0.0	0.8	112.4	0.4	0.0	2.0	1.0	106.8	108.3	1.0
CC(C)C[C@H](NC(=O)c1nc[nH]c1C(=O)NC1CCN(C(=O)OC(C)(C)C)CC1)C(=O)OCc1ccccc1	4.0	1.0	20.0	99.7	4.0	-5.0	-1.0	0.0	110.0	105.5	0.0
Cc1ccccc1NC(=O)CN1C(=O)COc2ccc(Cl)cc21	-9.0	-8.0	0.6	101.2	-1.4	-1.0	-3.0	-5.0	106.6	99.7	-3.0
Clc1ccc2oc(-c3cccnc3NCc3ccccc3)nc2c1	-13.0	-10.0	6.3	97.6	0.5	-4.0	-15.0	-13.0	97.5	98.1	0.0
COc1ccc(N2C(=O)C3CCCN3C2=O)cc1 (stereo unspecified)	-1.0	-2.0	1.4	103.2	0.5	-2.0	1.0	2.0	116.2	103.6	3.0
COc1cc2c(cc1NC(=O)COC(=O)c1ccc(C(C)(C)C)cc1)oc1ccccc12	-2.0	-5.0	5.4	99.1	0.3	-3.0	-5.0	-5.0	99.8	100.1	-5.0
O=S(=O)(/N=C(/Nc1ccccc1)C(F)(F)F)c1ccccc1	-1.0	0.0	0.7	103.7	-0.5	-2.0	-2.0	-6.0	96.1	95.7	-2.0
O=C(Nc1cc(S(=O)(=O)N2CCCC2)ccc1OCC(F)(F)F)c1ccccc1F	-2.0	0.0	5.9	111.8	2.1	-1.0	-2.0	-4.0	109.0	114.0	-1.0
O=C1Nc2ccc(F)cc2C12Nc1ccccc1-c1nnc(SCc3ccccc3)nc1O2 (stereo unspecified)	-2.0	-6.0	2.5	100.6	0.5	-3.0	0.0	-3.0	98.1	95.8	-3.0
CCN(CCCNC(=O)C1CCC(=O)N1C1CCCC1)c1cccc(C)c1 (stereo unspecified)	-3.0	-8.0	9.4	102.3	2.3	0.0	-3.0	-5.0	104.2	101.5	1.0
O=C(CC(c1ccccc1O)N1CCCCC1)N1CCCCC1 (stereo unspecified)	-4.0	0.0	2.6	101.7	0.6	-1.0	-8.0	-3.0	99.4	103.0	0.0
CCCCCC(=O)c1c(C)[nH]c(C(=O)OCC)c1C	-2.0	-2.0	0.8	97.5	-0.6	-2.0	-3.0	-6.0	89.4	90.2	-2.0
COCc1cc(C)nc(N/N=C/c2ccc(Cl)c(Cl)c2)c1C#N	14.0	11.0	11.7	99.4	nt	3.0	11.0	5.0	104.6	101.0	7.0
CCCC(=O)Nc1ccc(N2CCN(C(=O)c3ccccc3C)CC2)cc1	0.0	-1.0	0.8	95.8	0.2	-2.0	-5.0	-7.0	96.0	95.8	-3.0
CC(C)OC(=O)CSc1nnc(CNc2ccc(Cl)cc2)n1Cc1ccccc1	0.0	-2.0	0.6	99.7	0.4	0.0	-5.0	-1.0	98.6	89.0	0.0
Cc1ccc(-c2nc3c(cnn3-c3ccccc3)c(=O)o2)cc1	-11.0	-5.0	3.4	99.4	0.5	-2.0	-13.0	-6.0	93.1	96.1	0.0
Cc1noc(C(=O)Nc2c(C)nn(Cc3ccccc3)c2C)c1Cl	-9.0	-6.0	1.4	98.6	0.6	-3.0	-5.0	-4.0	97.5	96.9	-1.0
N#C/C(=C\c1ccc2c(c1)OCCO2)C(=O)NC1CCCCC1	-11.0	-5.0	10.2	104.2	0.0	-2.0	-4.0	-10.0	103.6	99.5	-1.0
O=C(Nc1ccccc1N1CCCC1)c1cccnc1Cl	-1.0	-16.0	4.0	102.6	-0.3	-10.0	-7.0	-17.0	98.6	99.0	-7.0
Further structures
SMILES	Bfl-1 Bim block	Bim-Bcl-2	ABCG2 inh	RGS8-Gao	ABCB1 block	Mcl-1 Bim block	Bim-Bcl-XL	Bcl-B Bim block	RGS7-Gao	RGS4-Gao reg	Bcl-W Bim block
Cn1c(=O)c2c(nc(NCCc3ccccc3)n2Cc2ccccc2)n(C)c1=O	-13.0	-9.0	55.6	105.0	5.7	-2.0	-3.0	-5.0	118.1	106.3	1.0
O=C(Nc1ccncc1)c1cncc(Br)c1	0.0	-4.0	3.0	100.6	0.3	0.0	-1.0	2.0	101.2	99.1	1.0
CCCCNC(=O)NS(=O)(=O)c1ccc(C(=O)OC(C)C)o1	-4.0	-5.0	1.1	99.1	0.4	-1.0	0.0	0.0	94.6	96.0	0.0
CC(=O)NCC(=O)OCC(=O)Nc1ccc(C(C)=O)cc1	-9.0	-11.0	-2.8	101.8	-2.6	0.0	-3.0	-6.0	101.8	104.1	-1.0
COc1ccc(C(=O)C(/C=N/O)=N/Nc2ccc(F)cc2)cc1	-3.0	0.0	3.8	101.0	-0.3	-2.0	-5.0	-4.0	104.5	100.2	-4.0
O=[N+]([O-])c1ccccc1S(=O)(=O)NC1CCCC1	-1.0	0.0	0.0	87.3	0.6	0.0	0.0	0.0	86.1	90.5	0.0
c1ccc(Cn2nnc3c(N4CCc5ccccc5C4)ncnc32)cc1	-13.0	-6.0	2.1	101.1	0.4	0.0	-1.0	-4.0	100.9	99.8	1.0
Cc1ccccc1NC(=O)c1ccc(Nc2c([N+](=O)[O-])cc([N+](=O)[O-])c3ccccc23)cc1	-5.0	-8.0	-0.7	101.2	-0.1	-4.0	-10.0	-8.0	99.2	101.1	-6.0
COc1cc(-c2c(C#N)c(=O)[nH]c3c2c(C)nn3-c2ccccc2)ccc1O	0.0	0.0	0.6	101.6	0.2	0.0	1.0	-1.0	108.6	102.8	-1.0
CCCSc1nc(C)cc(C)c1S(C)(=O)=O	-4.0	-2.0	-0.4	102.0	-0.2	0.0	-1.0	-2.0	101.1	104.8	0.0
O=C(CNC(=O)c1ccccc1)OC1CCCCC1	0.0	2.0	5.4	92.0	1.0	-8.0	0.0	0.0	96.9	94.9	1.0
Cc1cccc(-c2cc(C(=O)Nc3ccc4c(c3)OCCO4)c3ccccc3n2)c1	4.0	-4.0	14.6	99.5	2.6	-2.0	0.0	-2.0	100.9	99.5	-1.0
COc1ccc(CC(=O)NC(C)(C)C)cc1S(=O)(=O)N1CCOCC1	-1.0	0.0	1.4	102.0	0.4	0.0	-4.0	0.0	103.0	102.9	-1.0
CCC(CC)C(=O)NCc1ccc2c(c1)cc(C)n2C	2.0	5.0	6.1	89.9	-2.1	-1.0	1.0	2.0	95.9	96.8	0.0
CCOC(=O)c1cccc(Nc2ncnc3ccc(C)cc23)c1	0.0	0.0	-0.4	97.8	0.4	-3.0	1.0	1.0	93.2	91.6	-1.0
CCOC(=O)Cc1nnc(NC(=O)CSc2nncn2C)s1	-9.0	-8.0	0.1	101.8	0.1	4.0	4.0	-5.0	104.6	105.2	4.0
O=C(Oc1cccnc1)c1ccccc1[N+](=O)[O-]	0.0	2.0	4.0	108.2	0.2	-4.0	0.0	0.0	106.2	104.9	0.0
COc1ccc(S(=O)(=O)N2CCCN(CC(=O)Nc3cc(NC(C)=O)ccc3OC)CC2)cc1	-2.0	0.0	-1.1	99.3	-0.1	1.0	-2.0	0.0	94.0	94.2	-3.0
O=C(NC1CCCCC1)c1ccc(S(=O)(=O)NCc2ccco2)cc1	-7.0	-14.0	8.5	95.2	0.6	-5.0	-8.0	-8.0	94.3	97.2	-3.0
O=C1c2cnccc2CN1Cc1ccccc1	-19.0	-6.0	14.7	98.5	1.0	-2.0	-4.0	-6.0	99.3	94.2	0.0
CCC(=O)Nc1ccc(S(=O)(=O)Nc2ncccn2)cc1	-8.0	-6.0	1.0	100.5	0.4	-1.0	-8.0	-6.0	96.6	100.3	4.0
O=c1c2cc(NC(=S)NCc3ccccn3)ccc2nc2n1CCCCC2	1.0	-3.0	2.8	99.1	-0.2	-3.0	-3.0	-12.0	?	105.9	0.0
O=C(CSc1nnc(-c2ccccc2)n1-c1ccccc1)N1c2ccccc2Sc2ccccc21	-10.0	-4.0	3.1	103.6	1.2	0.0	-9.0	-5.0	98.6	96.6	0.0
CCCCC(=O)Nc1ccc2c(c1)nc1n2CCSC1	1.0	-3.0	2.5	92.5	0.6	0.0	-2.0	-3.0	91.8	91.4	-2.0
CC(=O)N(c1ccc(C(C)C)cc1)C1C=CS(=O)(=O)C1 (stereo unspecified)	-13.0	-9.0	-5.2	100.4	-0.8	-7.0	-9.0	-11.0	100.6	101.1	-3.0
COc1ccc(S(=O)(=O)NN(C)c2ncc(C(F)(F)F)cc2Cl)cc1	-5.0	-3.0	-1.0	102.3	-0.1	0.0	-1.0	-2.0	98.7	98.6	-2.0
COc1ccc(Cl)cc1NC(=O)c1cccc(NC(=O)CCC(=O)O)c1	-3.0	-7.0	-0.8	102.8	-0.1	-5.0	-8.0	-7.0	99.0	100.0	-5.0
COc1ccc(CC(=O)Nc2ccccc2C(=O)N2CCOCC2)cc1OC	0.0	2.0	6.0	105.7	0.6	-2.0	-2.0	-7.0	106.5	106.8	-2.0
CCN(CCNC(=O)C1CCCN(S(=O)(=O)c2cnc[nH]2)C1)c1ccccc1 (stereo unspecified)	-6.0	-2.0	-3.1	81.4	-2.2	0.0	-5.0	-5.0	86.7	86.5	-1.0
CN(CCO)c1cc(N2CCN(C(=O)c3ccco3)CC2)c2nonc2c1[N+](=O)[O-]	-5.0	-3.0	0.6	102.9	0.2	-5.0	-4.0	-5.0	101.3	101.8	-4.0

Compounds above that have an NH in an aromatic ring (4):
SMILES	Bfl-1 Bim block	Bim-Bcl-2	ABCG2 inh	RGS8-Gao	ABCB1 block	Mcl-1 Bim block	Bim-Bcl-XL	Bcl-B Bim block	RGS7-Gao	RGS4-Gao reg	Bcl-W Bim block
CC(C)C[C@H](NC(=O)c1nc[nH]c1C(=O)NC1CCN(C(=O)OC(C)(C)C)CC1)C(=O)OCc1ccccc1	4.0	1.0	20.0	99.7	4.0	-5.0	-1.0	0.0	110.0	105.5	0.0
CCCCCC(=O)c1c(C)[nH]c(C(=O)OCC)c1C	-2.0	-2.0	0.8	97.5	-0.6	-2.0	-3.0	-6.0	89.4	90.2	-2.0
COc1cc(-c2c(C#N)c(=O)[nH]c3c2c(C)nn3-c2ccccc2)ccc1O	0.0	0.0	0.6	101.6	0.2	0.0	1.0	-1.0	108.6	102.8	-1.0
CCN(CCNC(=O)C1CCCN(S(=O)(=O)c2cnc[nH]2)C1)c1ccccc1 (stereo unspecified)	-6.0	-2.0	-3.1	81.4	-2.2	0.0	-5.0	-5.0	86.7	86.5	-1.0
